Screening data: PubChem, National Center for Advancing Translational Sciences (NCATS)
GALK inh = blocks human galactokinase activity | Purified GALK, Kinase-Glo residual ATP luminescence | Potency, µM (doses to about 57.5 µM), inactives show top-dose activity change, negative = inhibition, hits mostly inhibitors | P51570 | 270,000 compounds, 0.007% hits; also: potency is read from the fitted curve at half-maximal effect; % is scaled to controls: 0 for no effect and ±100 for the full control effect
Target sequence (P51570 whole entry, looked up): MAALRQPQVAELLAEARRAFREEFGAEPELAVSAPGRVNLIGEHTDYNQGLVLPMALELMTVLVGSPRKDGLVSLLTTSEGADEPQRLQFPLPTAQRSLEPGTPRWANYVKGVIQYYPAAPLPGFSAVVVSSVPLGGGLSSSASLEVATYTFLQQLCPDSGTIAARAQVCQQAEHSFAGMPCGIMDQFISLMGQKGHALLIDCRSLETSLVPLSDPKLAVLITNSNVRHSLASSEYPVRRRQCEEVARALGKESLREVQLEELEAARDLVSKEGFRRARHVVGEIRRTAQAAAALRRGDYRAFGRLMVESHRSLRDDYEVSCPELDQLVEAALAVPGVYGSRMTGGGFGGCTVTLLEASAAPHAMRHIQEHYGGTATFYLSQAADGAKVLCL
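Quantitative HTS: GALK 5 nM, ATP 35 uM, galactose 100 uM, 1 h room temperature, then luciferase-based ATP detection.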
TSG101-PTAP inh = blocks PTAP/TSG101 interaction to inhibit HIV-1 budding; AID 493005; Q99816; Fluorescence polarization, FITC-PTAP peptide / Tsg101 binding; Potency, µM (doses to about 115 µM), for the others: top-dose activity change, negative = inhibition, hits mostly inhibitors; 340,000 tested, under 10 active; active = well fitted inhibition curve with a large enough effect in the main read-out, with a control signal flat, not every such curve was filed as active; inconclusive = small, poorly fitted or top-dose-only effect, or effect the other way, or a change in a side signal; inactive = no such curve, though single readings can be large or run the other way; also: potency is read from the fitted curve at half-maximal effect; % of control where 0% means no effect
Target sequence (Q99816 whole entry, looked up): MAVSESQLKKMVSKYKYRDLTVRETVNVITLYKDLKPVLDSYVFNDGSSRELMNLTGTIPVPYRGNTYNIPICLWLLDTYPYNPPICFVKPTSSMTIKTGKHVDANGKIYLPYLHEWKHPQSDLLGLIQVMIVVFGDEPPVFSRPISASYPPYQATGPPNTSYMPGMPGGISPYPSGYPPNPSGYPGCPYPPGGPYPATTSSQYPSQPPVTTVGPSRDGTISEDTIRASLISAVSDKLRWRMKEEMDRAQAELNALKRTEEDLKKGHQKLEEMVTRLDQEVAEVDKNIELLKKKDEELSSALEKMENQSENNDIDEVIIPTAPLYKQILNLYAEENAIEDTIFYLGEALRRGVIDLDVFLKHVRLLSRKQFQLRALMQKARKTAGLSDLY
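Tsg101 binding domain (10 uM final) was mixed with compound and a FITC-labeled PTAP peptide (50 nM final) in HEPES pH 7.5 buffer with NaCl, Tween 20, EDTA and TCEP; fluorescence polarization was read after 20 min at r.t.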
PKM2 activator = increases activity of human pyruvate kinase M2; P14618; purified PKM2, Kinase-Glo ATP luminescence, activation; response scale: 0% is enzyme alone, no compound; Potency, µM (series often up to 57.5 µM), for inactives: at the highest dose activation, actives largely listed as activators; 260,000 compounds, 0.34% hits; AID 1631; also: potency is read from the fitted curve at half-maximal effect; % is scaled to controls: 0 for no effect and ±100 for the full control effect; nearly all actives have a fitted effect of over 55% in size
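Kinase-Glo luminescence reports ATP generated from ADP (0.1 mM) and PEP (0.5 mM) by purified hPK-M2 after 1 h at room temperature, pH 7.2 imidazole buffer; intermediate enzyme activity allows detecting inhibitors and activators.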
Menin MLL FP TR = inhibitors of human menin-MLL interaction, mutant MLL peptide | Menin + Texas Red MLL mutant peptide, fluorescence polarization | Potency, µM (highest dose often 61.6 µM), for the others: at the top dose FP activity change, negative = inhibition, most hits filed as inhibitors | 270,000 compounds, 0.23% hits | AID 1768; active = well fitted inhibition curve with a large enough effect in the polarisation, with a control signal flat, not every such curve was filed as active; inconclusive = small, poorly fitted or top-dose-only effect, or effect the other way, or a change in a side signal; inactive = no such curve, though single readings can be large or run the other way; the % refers to the polarisation; also: potency is read from the fitted curve at half-maximal effect; % of control where 0% means no effect; many of its hits are not listed in these tables
Coupling enz = counter-screen for Giardia aldolase inhibitors: coupling enzyme system. AID 2472. 290,000 compounds, 0.67% hits. activity change, negative = inhibition, % at 58.2 µM, hits read low. coupling enzyme system counterscreen, AmpLite Red fluorescence; in the data active = activity change below about -30%; also: % is scaled to controls: 0 for no effect and ±100 for the full control effect
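Final compound at 57.5 uM, incubated 10 min at RT with coupling enzyme reagent (glyceraldehyde-3-phosphate), then 20 min with substrate and AmpLite Red detection. Fluorescence read at 525/598 nm; tests interference with the coupling assay, not aldolase inhibition.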
Giardia killer = kills Giardia lamblia | AID 540267 | Giardia lamblia trophozoite viability | activity change, % at 7.66 µM, hits read low | 340,000 compounds, 0.15% hits; in the data active = activity change below about -80%; inconclusive = between about -30% and that limit;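 also: parasites exposed to compound for two days anaerobically before the ATP read; % is scaled to controls: 0 for no effect and ±100 for the full control effect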
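Killing of trophozoites was scored by loss of ATP luminescence after a 48 hrs anaerobic exposure to compounds at 37 deg C, using 100 cells per well.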
S-ASM inh = inhibitors of human secretory acid sphingomyelinase. P17405. placental ASM, HMU-PC fluorogenic substrate, 60 min. Potency, µM (doses to about 57.5 µM), without a hit: at the top dose activity change, negative = inhibition, actives largely listed as inhibitors. 340,000 compounds, 0.006% hits. AID 504937; also: potency is read from the fitted curve at half-maximal effect
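qHTS format. ASM enzyme prepared from human placenta hydrolyses the fluorogenic substrate HMU-PC0 (9 uM final) over 60 min at 37 °C after a 10 min compound preincubation.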
B2AR arrestin = beta2AR (human) beta-arrestin recruitment activity. P07550. Potency, µM (top dose mostly 46.1 µM), without a hit: at the highest dose activation, actives largely listed as activators. beta-arrestin recruitment to beta2AR, cell-based reporter. 330,000 compounds, 0.02% hits. AID 492947;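 also: potency is read from the fitted curve at half-maximal effect; 0% = DMSO controls and full agonism = EC100 isoproterenol or metaproterenol; nearly all actives have a fitted effect of over 65% in size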
Tb PFK block = inhibitors of T. brucei phosphofructokinase; AID 485367; Potency, µM (top dose mostly 57.5 µM), for inactives: at the highest dose activity, negative = inhibition, most hits filed as inhibitors; O15648; 330,000 compounds, 0.17% hits; T. brucei PFK, ADP-Glo luminescence;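 also: potency is read from the fitted curve at half-maximal effect; 0% = uninhibited 1x PFK enzyme wells and -100% = no-enzyme wells; nearly all actives have a fitted effect of over 60% in size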
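ADP-Glo luminescence quantified ADP after 45 min at room temperature, with 1.25 nM T. brucei PFK, 0.1 mM ATP and 0.5 mM fructose-6-phosphate in pH 8.0 TEA buffer. qHTS titrations up to 57 µM; curves classified by quality.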
BCR signal inh = inhibitors of chronic active B-cell receptor signaling. ABC-DLBCL IkBa-CBG/CBR reporter, luminescence ratio, 4 h. Potency, µM (top dose mostly 46.1 µM), inactives show at the highest dose ratio change, negative = lower green/red ratio, usual class: inhibitors. 340,000 compounds, 0.05% hits. AID 493014; active = well fitted inhibition curve with a large enough effect in the signal ratio, with a control signal flat, not every such curve was filed as active; inconclusive = small, poorly fitted or top-dose-only effect, or effect the other way, or a change in a side signal; the % refers to the signal ratio;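 also: potency is read from the fitted curve at half-maximal effect; plate controls were basal doxycycline-induced cells for no effect and cells given 10 µM MG132 for full effect; MG132 reads +100%, hits lower the ratio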
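Concentration-response series (up to 46 uM) were applied to TMD8 dual-reporter cells for 4 h at 37C with doxycycline. Green/red ratio, after filter-overlap correction, defined %Activity; red signal alone was normalised to basal cells and zero luminescence.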
a7 integrin act = activates integrin-mediated alleviation for muscular dystrophy; alpha7betagal myoblasts, beta-gal FDG fluorescence, 48 h; Potency, µM (doses to about 38.3 µM), inactives show at the top dose activation, hits mostly activators; 350,000 compounds, 0.064% hits;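 also: potency is read from the fitted curve at half-maximal effect; 100% = response of the positive control SU9516; nearly all actives have a fitted effect of over 60% in size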
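alpha7betagal+/- myoblasts (passage 13, 250/well) treated 48 h at 37C with compounds at 1:260 dilution of DMSO stock. Lysed, then beta-galactosidase activity read as FDG fluorescence (ex 480/em 540) after 30 min, with pre-read for autofluorescence.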
An asterisk follows results filed as active; u = inconclusive; x = no result given; [ ] = another dose, or the depositor's remark. Unless noted, calls follow the shape of the dose curve; as a rule, active = well fitted curve in the direction sought with a large enough effect; inconclusive = small, poorly fitted or top-dose-only effect, or another doubt; inactive = no such curve, though single readings can be large; an effect the other way counts as inactive or inconclusive.

SMILES	GALK inh	TSG101-PTAP inh	PKM2 activator	Menin MLL FP TR	Coupling enz	Giardia killer	S-ASM inh	B2AR arrestin	Tb PFK block	BCR signal inh	a7 integrin act
Cc1ccc(-c2csc(NC(=O)CSc3nc(C)cc(=O)[nH]3)n2)cc1	0%	-3%	-6%	u	2	-9	-16%	0.3%	-11%	u	u
O=C1NC(=O)/C(=C\c2ccccc2OCc2ccc([N+](=O)[O-])cc2)N1	0%	-7%	2%	14%	-2	5	0%	-1.6%	0%	u	2%
CCOC(=O)c1c(NC(=O)C(F)(OC)C(F)(F)F)sc(C(=O)N2CCCCC2)c1C (stereo not drawn)	-1%	-2%	4%	u	-3	-2	2%	0.2%	-4%	12%	-8%
Cc1ccc(S(=O)(=O)NCC(=O)N(CC(=O)NCc2ccco2)Cc2ccc3c(c2)OCO3)cc1	8%	5%	10%	-7%	5	-8	0%	0.0%	4%	-1%	3%
Cc1ccc(NC(=O)CN2C(=O)NC3(CCCc4ccccc43)C2=O)c(C)c1 (stereo not drawn)	x	-2%	x	x	x	-11	1%	-0.2%	-7%	-2%	24%
O=C(COC(=O)C(O)c1ccccc1)c1ccc2c(c1)OCCO2 (stereo not drawn)	-3%	0%	-1%	-2%	1	-5	0%	-0.1%	0%	10%	-23%
OC(COC(c1ccc(F)cc1)c1ccc(F)cc1)CN1CCc2ccccc2C1 (stereo not drawn)	0%	-6%	-1%	-1%	0	4	0%	3.4%	4%	-1%	-19%
CCOc1cc(C(=O)Nc2ccc3c(c2)OCO3)ccc1OC(F)F	-1%	-5%	6%	u	-10	-3	-1%	0.1%	3%	u	-2%
Cc1ccc(-c2cc(C(F)F)nc(S(C)(=O)=O)n2)cc1	10%	0%	0%	-1%	3	6	-4%	0.1%	-5%	u	-77%[inhibitor]
CCOC(=O)C1C(=O)NC(N2CCN(CC)CC2)=NC1c1ccccc1 (stereo not drawn)	-2%	-7%	1%	-1%	1	6	5%	0.1%	-3%	5%	15%
O=C(CCCC(=O)OCC(=O)c1ccc(Cl)cc1Cl)Nc1cc(C(F)(F)F)ccc1Cl	-2%	2%	1%	u	x	20	-7%	-0.3%	3%	6%	-27%
CCCNC(=O)COC(=O)C1CCN(S(=O)(=O)c2ccc3c(c2)OCCO3)CC1	x	2%	x	x	x	25	-5%	0.0%	1%	u	26%
Cc1cccc(/C=N/n2c(-c3ccccn3)n[nH]c2=S)c1	1%	x	-10%	-2%	-3	x	x	-1.4%	1%	5%	x
CCN(CC)S(=O)(=O)c1cccc(NC(=O)CN(C)C2CCCCC2)c1	8%	0%	14%	-21%	5	7	-2%	0.2%	-2%	2%	-15%
COCCn1c(=S)[nH]c2cc(C(=O)N3CCC(C(N)=O)(N4CCCCC4)CC3)ccc2c1=O	-1%	-8%	-5%	0%	3	-3	5%	-0.3%	2%	1%	-9%[7.66 µM]
COc1ccc(CN2CCNC(=O)C2CC(=O)NCc2csc(C)n2)c(F)c1 (stereo not drawn)	0%	-6%	x	-10%	-5	6	4%	0.3%	4%	-1%	1%
Cc1ccc(NC(=O)C(C)N2C(=O)c3ccccc3C2=O)c(C)c1 (stereo not drawn)	-6%	-9%	-3%	x	0	6	0%	-0.3%	-1%	3%	-16%
COc1ccc(C(C)(C)C)cc1NC(=O)c1cc(S(=O)(=O)N(C)C)ccc1N1CCCC1	0%	5%	1%	u	0	-22	-2%	-0.9%	10%	u	-3%
COc1cccc(C(=O)N2CCCc3ccccc32)c1	5%	-5%	-2%	2%	-1	-26	-2%	0.3%	3%	3%	-21%
O=C(CN1CCN(c2ncccn2)CC1)N(Cc1ccccc1)c1ccc(F)cc1	-1%	-11%	-1%	x	-2	1	1%	0.1%	3%	u	20%
O=C(CN1CCN(Cc2ccc(F)cc2)CC1)NCc1ccccc1	-4%	-2%	1%[11.5 µM]	-22%	1	-18	-2%	0.0%	2%	-1%	6%
N=C1C(c2ccccc2)=C(O)C2CCc3ccccc3N12 (stereo not drawn)	3%	1%	-24%	2%	-1	8	0%	0.0%	3%	u	-17%
CCN(CC)c1ccc(NC(=O)c2ccc(=O)[nH]c2)cc1S(=O)(=O)Nc1ccc(OC)cc1	x	0%	x	x	x	-11	0%	14%	-8%	0%	-5%
Cc1ccc(C(=O)NC(=S)NNS(=O)(=O)c2ccccc2)cc1	-2%	-1%	3%	6%	5	-7	-4%	5.6%	6%	7%	-12%
CCOC(=O)C1CCCN(C(=O)N2CCOCC2)C1 (stereo not drawn)	5%	-8%	0%	-3%	3	20	4%	-0.6%	-2%	0%	-9%

(more compounds)
SMILES	GALK inh	TSG101-PTAP inh	PKM2 activator	Menin MLL FP TR	Coupling enz	Giardia killer	S-ASM inh	B2AR arrestin	Tb PFK block	BCR signal inh	a7 integrin act
O=C(CCN1CCOCC1)NNC(=O)/C(=C/c1ccccc1)NC(=O)c1ccccc1	1%	2%	1%	11%	0	9	2%	-0.2%	2%	6%	0%
COc1ccc(-c2c(NC(=O)c3ccco3)oc3ccccc3c2=O)cc1OC	x	1%	1%	6%	-1	8	2%	4.9%	5%	13%	32%
Cc1cc(-n2nc(C)cc2C)nc(NS(=O)(=O)c2ccccc2Cl)n1	0%	-10%	1%	-18%	-12	7	0%	0.2%	0%	22%	2%
Nn1c(-c2ccc(F)cc2)nc2ccccc2c1=O	-2%	-5%	x	19%	1	-5	0%	-0.2%	-3%	1%	-31%
N#Cc1c(-c2ccccc2)ccnc1Oc1ccccc1	4%	-1%	-3%	u	2	9	0%	-1.1%	-4%	u	-17%
CCOc1cc(S(=O)(=O)Nc2ccc(Cl)cn2)ccc1Cl	-2%	-5%	-2%	15%	0	11	-2%	0.7%	3%	-3%	3%
Cc1cc(NC(=O)COC(=O)C2CC(=O)N(c3cccc(Cl)c3)C2)no1 (stereo not drawn)	-1%	-4%	x	3%	-1	-11	-1%	0.5%	-3%	-13%	12%
CCOc1ccc(-n2c(=S)sc3c(=O)[nH]c(SCC(=O)N4CCC(C)CC4)nc32)cc1	0%	-2%	0%	u	16	-16	-8%	-0.1%	2%	u	-10%
Nc1c(C(=O)Nc2ccc3c(c2)OCCO3)nnn1Cc1cccc(Br)c1	x	-1%	x	x	x	-1	-2%	0.0%	u	u	-47%[inhibitor]
Cc1ccc(C(=O)NCC(=O)OCC(=O)Nc2cc(S(=O)(=O)N3CCOCC3)ccc2Cl)s1	x	0%	x	x	x	0	-1%	3.7%	1%	2%	15%
O=C(NCc1cccnc1)c1ccc(NC(=O)c2ccc([N+](=O)[O-])cc2)cc1	7%	0%	2%	x	x	-4	-6%	0.0%	3%	-7%	-52%[inhibitor]
CCN(CC)CCN(C(=O)/C=C/c1cccs1)c1nc2ccc(F)cc2s1	-1%	0%	1%	9%	1	5	13%	0.5%	2%	u	u
CCNCC(=O)N1c2ccccc2CCc2ccc(NC(=O)OC(C)C)cc21	4%	-2%	-3%	-23%	0	-9	-3%	4.5%	2%	u	u
CC(C)(C)Nc1nc(NN)nc(NC(C)(C)C)n1	0%	-7%	10%	-10%	2	-14	3%	-1.4%	-5%	-1%	-22%

Another view of part of the listing above.
Values run as follows: GALK inh, TSG101-PTAP inh, PKM2 activator, Menin MLL FP TR, Coupling enz, Giardia killer, S-ASM inh, B2AR arrestin, Tb PFK block, BCR signal inh, a7 integrin act
Nn1c(-c2ccc(F)cc2)nc2ccccc2c1=O
  -2%, -5%, x, 19%, 1, -5, 0%, -0.2%, -3%, 1%, -31%
N#Cc1c(-c2ccccc2)ccnc1Oc1ccccc1
  4%, -1%, -3%, u, 2, 9, 0%, -1.1%, -4%, u, -17%
CCOc1cc(S(=O)(=O)Nc2ccc(Cl)cn2)ccc1Cl
  -2%, -5%, -2%, 15%, 0, 11, -2%, 0.7%, 3%, -3%, 3%
Cc1cc(NC(=O)COC(=O)C2CC(=O)N(c3cccc(Cl)c3)C2)no1 (stereo not drawn)
  -1%, -4%, x, 3%, -1, -11, -1%, 0.5%, -3%, -13%, 12%
CCOc1ccc(-n2c(=S)sc3c(=O)[nH]c(SCC(=O)N4CCC(C)CC4)nc32)cc1
  0%, -2%, 0%, u, 16, -16, -8%, -0.1%, 2%, u, -10%

An excerpt, so the mix of outcomes need not match the whole.
